# Screening data deposited in PubChem BioAssay by several laboratories.
# ABHD5 PLIN5 PPI: inhibitors of human ABHD5-perilipin-5 interaction. 360,000 compounds, 0.78% hits. Q00G26+Q8WTS1. AID 602281. Split G. princeps luciferase complementation, luminescence, 4 h. inhibition, % at 4 µM;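 active means inhibition above the mean inhibition across every tested compound plus 3 SD, cut at about 22% in these data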;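 further: 0% = DMSO only wells and the 100% control is not disclosed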
# CaV13 ICDI inh: Disruptors of the CACNA1D IQ motif to Ca2+-dependent inactivation inhibitor domain association, primary screening, Förster resonance energy transfer in intact living …; AID 743397; HEK cells, CFP/YFP FRET ICDI-IQ, plate reader, 10 min; percent FRET-ratio fall versus neutral wells; inhibition, % at 12.3 µM; 340,000 compounds, 0.098% hits;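 active means mean replicate inhibition of at least 30% and at least 1% of replicates passing that level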;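 further: 0% = median of the neutral control wells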
# ABCB6 inh 2: inhibitors of human ABC transporter ABCB6 | Q9NP58 | K562-ABCB6 porphyrin accumulation, flow cytometry, 1 h; active compounds read low | fluorescence ratio to DMSO, % at 10 µM | 360,000 compounds, 0.19% hits;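 active means fluorescence ratio to DMSO below 75%, the collection mean minus 3 SD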;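 further: signal is porphyrin accumulated inside mitochondria; 100% equals median channel fluorescence of DMSO control wells; lower ratio means ABCB6 inhibition with less porphyrin fluorescence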
# Cardio protect: modulators protecting cardiomyocytes from myocardial damage; protection from H2O2 cell death, % at 20 µM; H9c2 cardiomyocytes, H2O2 injury protection, ATPLite, 2 h; 360,000 compounds, 0.63% hits;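 active means compounds giving at least 50% protection of heart cells from peroxide-induced death in the single-dose screen, raw or plate-pattern-corrected value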;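 further: 0% = DMSO wells with peroxide and 100% = DMSO wells without peroxide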
# PDI turbidity: PDI (human) enzyme inhibition; P07237; PDI insulin aggregation turbidity, A650, 90 min; inhibition, % at 10 µM; 350,000 compounds, 0.052% hits;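 active means mean inhibition across replicates of 30% or more, whatever share of single replicates reach that level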;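 further: absorbance from insulin aggregation driven by PDI reduction with DTT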
# Target sequence (P07237 whole entry, looked up): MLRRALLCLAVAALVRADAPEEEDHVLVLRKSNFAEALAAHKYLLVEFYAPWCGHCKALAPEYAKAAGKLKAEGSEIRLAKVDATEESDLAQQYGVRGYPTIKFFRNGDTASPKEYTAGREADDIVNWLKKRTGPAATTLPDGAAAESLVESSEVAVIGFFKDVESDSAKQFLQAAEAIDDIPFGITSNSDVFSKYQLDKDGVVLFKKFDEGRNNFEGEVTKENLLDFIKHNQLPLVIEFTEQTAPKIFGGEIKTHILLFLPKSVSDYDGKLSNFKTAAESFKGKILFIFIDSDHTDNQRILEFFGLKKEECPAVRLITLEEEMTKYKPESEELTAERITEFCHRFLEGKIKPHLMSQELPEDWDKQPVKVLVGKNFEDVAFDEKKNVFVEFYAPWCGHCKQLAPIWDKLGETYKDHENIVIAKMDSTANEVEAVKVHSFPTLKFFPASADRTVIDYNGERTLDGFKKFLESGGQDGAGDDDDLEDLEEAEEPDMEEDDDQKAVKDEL
# Glyco luc inh: N-linked glycosylation inhibition | reporter increase, % at 12.5 µM | D54 ERlucT glycosylation luciferase reporter, 24 h; percent of 100 nM tunicamycin response | 360,000 compounds, 0.23% hits;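 active means mean luciferase reporter signal, scaled so untreated is 0 and the glycosylation-blocking control 100, at or above a set limit in every replicate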;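 further: luciferase carries N-glycosylation sites so blocking glycosylation raises the light; 0% = median of neutral control wells and 100% = median of 100 nM tunicamycin wells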
# Granule exo inh: lytic granule exocytosis inhibition | inhibition, % at 10 µM | TALL-104 LAMP-1 surface exposure, flow cytometry; cells stimulated with thapsigargin and PMA | AID 651702 | 360,000 compounds, 0.66% hits;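 active means inhibition above about 55%, limit read from the data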
# MC4R antagonist: human MC4R antagonism in cAMP assay | P32245 | MC4R-expressing cells, MTII-stimulated cAMP, LANCE TR-FRET | inhibition, % at 6.5 µM | 360,000 compounds, 0.48% hits | AID 540295;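 active means inhibition above its plate's cutoff, the mean of tested wells on that plate plus 3 SD, cut at about 29% in these data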;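 further: 0% = Melanotan II alone and 100% = Melanotan II plus saturating MCL0020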
# Target sequence (P32245 whole entry, looked up): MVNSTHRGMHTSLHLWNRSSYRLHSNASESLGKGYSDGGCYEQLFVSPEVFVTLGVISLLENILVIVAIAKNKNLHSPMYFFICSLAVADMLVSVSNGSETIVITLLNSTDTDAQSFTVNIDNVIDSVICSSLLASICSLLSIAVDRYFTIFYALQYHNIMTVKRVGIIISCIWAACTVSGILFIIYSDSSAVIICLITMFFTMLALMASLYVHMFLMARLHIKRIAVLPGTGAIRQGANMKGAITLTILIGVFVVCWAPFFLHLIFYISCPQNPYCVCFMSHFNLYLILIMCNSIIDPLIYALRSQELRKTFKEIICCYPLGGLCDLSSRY
#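 Material: U2OS-MC4R stable cell line | Reagent: Melanotan II challenge after compound preincubation | Doses: One concentration, 6.5 µM nominal | Incubation: 30-min compound preincubation, 1-h Melanotan II challenge, 1-h detection, room temperature | Signal: TR-FRET cAMP assay | Replicates: One well per compound, no replicates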
# MC4R ag barr: human MC4R agonism via beta-arrestin; U2OS MC4R beta-arrestin complementation, luminescence; percent of melanotan II response, DMSO zero; activation, % at 8.9 µM; 360,000 compounds, 0.98% hits; P32245; AID 540308;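 active means activation above a per-plate cutoff, the mean activation of sample wells on that plate plus 3 SD, cut at about 8% in these data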
# HTR2A ag: mouse HTR2A agonism via beta-arrestin recruitment. 360,000 compounds, 0.66% hits. P35363. CHO-K1 mHTR2A beta-arrestin complementation, luminescence; percent of 30 µM serotonin response. activation, % at 7.6 µM;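 active means activation above a run cutoff, the mean activation of all tested compounds plus 3 SD, cut at about 14% in these data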;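 further: 0% = plate median of compound wells and 100% = 30 µM serotonin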
# An asterisk follows results filed as active; / = no result given.
SMILES,ABHD5 PLIN5 PPI,CaV13 ICDI inh,ABCB6 inh 2,Cardio protect,PDI turbidity,Glyco luc inh,Granule exo inh,MC4R antagonist,MC4R ag barr,HTR2A ag
CSCCC(NC(C)=O)C(=O)OCC(=O)N(c1ccccc1)c1ccccc1 (stereo unspecified),-3.2,-4.8,95.0,5.2,-4.7,0.3,-3.3,-0.7,-0.8,4.6
Cc1cc(C(=O)N/N=C/c2ccc[nH]2)n[nH]1,2.2,-17.6,104.0,0.8,-0.2,1.6,9.2,22.8,-0.4,-3.2
CCN(CC)CCN(C(=O)c1ccc2ccccc2c1)c1nc2cc3c(cc2s1)OCO3,5.8,/,89.0,-6.3,-0.1,-3.0,4.0,0.4,-2.3,-7.6
COc1ccccc1CNC(=O)CSCc1cnn(-c2ccccc2)c1-n1cccc1,-5.6,-5.9,96.0,7.5,2.2,-2.0,-3.0,2.6,2.2,-0.3
CCc1cc(Cn2nc(C(=O)O)cc2-c2ccccc2)on1,5.8,-7.5,101.0,1.9,1.5,1.2,1.3,7.5,0.1,2.9
COc1ccc(CN2C[C@@H](CO)O[C@@H](n3cnc4c(NCc5ccco5)ncnc43)C2)cc1,0.4,-12.2,101.0,0.5,0.6,0.3,-2.5,-10.3,-0.3,0.1
CN1/C(=C\C(=S)NC(=O)c2ccccc2Cl)C(C)(C)c2ccccc21,-16.6,-15.7,588.0,-12.7,2.9,-5.5,-2.5,1.9,0.1,3.5
CC(=O)Nc1ccc(C(=O)COC(=O)CCS(=O)(=O)c2ccccc2)cc1,-4.1,-6.9,101.0,11.1,-1.2,1.4,-1.2,14.4,-2.8,-2.2
CNc1nc(NCc2cccc(OC)c2)c2sccc2n1,6.4,-9.8,95.0,-15.6,16.2,-0.6,-2.0,-0.5,-0.1,6.5
CCc1cc2c(SCC(=O)N(C)C3CCS(=O)(=O)C3)ncnc2s1 (stereo unspecified),3.7,-7.0,100.0,-1.4,6.0,1.1,-2.2,12.3,1.0,0.7
COc1ccc(Cl)cc1NCCC(O)c1ccc(F)cc1 (stereo unspecified),1.8,-4.8,94.0,-6.8,-6.5,-0.3,6.9,6.1,-2.7,6.9
CCOc1ccc(-c2nn(-c3ccccc3)cc2/C=C2\SC(=S)N(Cc3ccco3)C2=O)cc1,8.8,-5.1,106.0,-4.5,-2.4,1.7,-1.5,3.6,2.2,4.7
C[C@]12CC[C@@H]3c4ccc(O)cc4CC[C@H]3[C@@H]1C[C@@H](O)[C@@H]2O[C@@H]1O[C@H](C(=O)O)[C@@H](O)[C@H](O)[C@H]1O,2.4,-5.2,76.0,4.5,24.3,0.3,1.4,-2.7,0.8,-4.3
Nn1c(SCC(=O)Nc2cccc(F)c2)nnc1C1CCCCC1,-3.0,/,99.0,0.3,-4.0,6.7,0.9,-2.4,0.5,2.0
Cc1ccc2cc(CN(CCc3ccccc3)C(=S)NCCCN(C)C)c(=O)[nH]c2c1,12.8,-2.0,99.0,-0.9,1.1,-2.3,40.6,-2.4,0.1,-11.1
CC(C)c1c(C(=O)N/N=C/c2cccc3ccccc23)nnn1-c1nonc1N,1.9,-2.2,105.0,16.1,6.9,11.4,7.6,0.7,-1.3,1.7
CCN(c1cccc(C)c1)S(=O)(=O)c1cc2c3c(c1)CCN3C(=O)CC2,-10.1,-7.7,94.0,-1.2,7.2,0.5,-8.4,6.7,-3.8,1.0
N#Cc1sc2nccc(Nc3ccccc3)c2c1N,-3.0,-20.7,98.0,-11.1,-4.0,-14.5,-3.2,-6.0,-0.1,0.6
COc1cccc(NC(=O)CCC2CCN(C(=O)C(OC)c3ccccc3)CC2)c1 (stereo unspecified),0.1,-5.1,100.0,-2.9,1.6,-0.1,-14.4,4.0,0.5,-5.2
CSc1nc2c(c(=O)[nH]1)CCCC2,-5.2,/,90.0,12.5,7.0,1.2,6.0,3.6,-1.7,0.6
Clc1ccc(SCCOCCN2CCCCC2)cc1,5.3,-2.7,101.0,-2.5,0.1,-2.4,3.9,6.5,-0.1,-3.5
Cc1cccc(Nc2cc(=O)[nH]c(=O)[nH]2)c1,1.8,-4.5,105.0,8.9,1.0,4.8,3.3,3.5,-0.2,-2.2
CC(=O)NS(=O)(=O)c1cccnc1Nc1cccc(Cl)c1C,-4.9,/,99.0,0.9,0.9,0.8,0.3,12.8,-0.9,-1.2
Cc1ccc(CN2CCN(C(=O)C3CCCO3)CC2)cc1 (stereo unspecified),-1.0,-7.7,95.0,6.2,-7.0,-0.1,-1.7,-1.8,-0.5,0.6
COC(=O)c1ccc(NC(=O)CSc2ccccn2)cc1,8.4,/,96.0,-6.4,8.2,0.9,-2.0,0.1,-1.2,4.9
CCSCCOC(=O)C1=C(C)NC(=O)NC1c1cccc(OC)c1OC (stereo unspecified),-0.1,-7.1,90.0,1.4,-6.8,2.2,4.0,6.9,0.5,1.5
CCOC(=O)c1cnc(N2CCOCC2)[nH]c1=O,6.2,-4.9,98.0,5.9,6.1,0.9,1.1,-0.7,-0.6,3.9
COc1ccc2c(-c3cccnc3)cc(=O)[nH]c2c1,-6.0,-3.0,96.0,-4.2,-1.6,3.3,-0.2,-2.8,-1.0,1.5
O=C(COC(=O)/C=C/c1cccc(F)c1)NCc1ccc2c(c1)OCO2,0.5,-5.7,96.0,-1.2,-4.1,1.7,-28.2,4.1,-0.9,-1.6
C=CCc1cc(/C=N/n2cnnc2)cc(OCC)c1O,-3.1,-5.6,99.0,-3.1,13.7,0.9,-1.9,-2.5,-1.7,4.8
O=S1(=O)CCS(=O)(=O)C1c1ccccc1,6.8,-5.2,99.0,0.1,13.1,-3.0,-1.2,-0.3,-1.0,4.1
O=C(CN1C(=O)NC2(CCCCCCC2)C1=O)NC1CCCc2ccccc21 (stereo unspecified),0.9,-13.2,97.0,1.4,-2.6,1.1,-1.0,2.2,-1.0,5.5
O=C1c2ccccc2NC(c2cccc(F)c2)N1Cc1ccco1 (stereo unspecified),-1.2,-7.3,108.0,9.4,-0.7,0.4,2.8,4.1,-0.9,-1.8
Cc1cc(=O)oc2cc(OC(=O)c3cncc(Br)c3)ccc12,-0.8,44.8*,103.0,22.0,5.8,-0.9,-0.2,13.3,-1.5,-0.1
CC(C)(C)c1ccccc1N=Cc1ccc2ccccc2n1,9.6,/,101.0,0.2,-0.2,1.2,-1.5,0.7,-0.8,3.0
CCC1CCCCN1CCCNC(=O)c1nn(C)c2c1CS(=O)(=O)c1ccccc1-2 (stereo unspecified),-2.5,-14.5,96.0,5.5,3.1,-0.6,-2.2,2.0,-3.5,3.3
N#Cc1c(SCC(=O)OCc2ccccc2)nsc1SCC(=O)OCc1ccccc1,-1.2,-7.8,102.0,-1.2,6.1,1.0,2.2,8.7,-1.5,0.7
CC(N)C12CC3CC(CC(O)(C3)C1)C2 (stereo unspecified),-6.3,-10.1,93.0,1.2,7.3,1.8,-1.6,-3.6,0.8,2.3
O=C(CSc1nc2c(sc3ccccc32)c(=O)n1CCO)NCC1CCCO1 (stereo unspecified),0.2,-5.5,95.0,8.1,-2.7,0.9,0.6,-5.4,-1.6,-2.0
CCc1ccc(S(=O)(=O)Nc2ccc(C)c(NS(C)(=O)=O)c2)cc1,2.7,-20.7,98.0,1.1,-0.9,-0.2,0.1,1.3,-0.2,0.7
COc1cccc(/C=C/c2ccc3cccc(O)c3n2)c1,-0.5,-20.8,104.0,12.5,7.0,-9.3,7.5,10.2,-3.4,-6.9
O=C(NCCO)/C(=C\c1ccc2c(c1)OCO2)NC(=O)c1ccc(Br)cc1,-1.6,-3.3,106.0,-0.2,8.8,1.1,-1.8,1.6,-1.7,-1.5
COc1cccc(CN(C)CC(O)COC(c2ccccc2)c2ccccc2C)c1 (stereo unspecified),12.1,-2.8,94.0,-17.1,2.5,-5.0,60.5*,8.4,-0.5,-17.0
CCc1ccccc1NC(=O)CSC1=C(C#N)C(c2ccc(O)c(OC)c2)C2=C(CCCC2=O)N1 (stereo unspecified),-2.1,/,94.0,-2.9,-6.5,0.8,-3.1,16.7,0.0,-0.1
COc1ccc(CCNC(=O)C(=O)NCc2cccs2)cc1OC,-5.2,-6.9,97.0,-4.5,6.5,1.6,-4.1,-4.8,-2.2,-0.3
Cc1ccc2nc(SCc3nc4cc(Cl)ccc4c(=O)[nH]3)[nH]c2c1,-1.2,-1.5,103.0,-4.4,-0.1,2.3,7.2,5.5,-2.1,2.7
CN(C)CCN1CCN([C@H]2CS(=O)(=O)N[C@@H]2COCc2ccccc2)CC1,10.4,-9.6,107.0,4.9,/,1.1,-5.5,/,/,8.3
N#CC1=C(N)Oc2cc3c(cc2C1c1ccc(Cl)cc1)OCO3 (stereo unspecified),6.4,-9.5,96.0,1.1,-2.6,6.8,-13.6,1.1,3.0,0.7
CC(C)CC(=O)Nc1ccc(N2CCOCC2)cc1,-2.5,-5.2,101.0,-7.8,-1.2,2.5,-1.1,2.9,1.1,-2.5
C/C(Cc1ccccc1)=N/NC(=O)CCCC(=O)N/N=C(/C)Cc1ccccc1,0.5,2.4,97.0,-1.9,12.4,0.9,1.1,4.6,-0.2,1.3
NCc1cc2c3c(c1)CCCN3CCC2,3.2,-19.0,101.0,7.9,4.3,1.8,-8.6,0.3,-1.7,1.4
CCN1CCN(C(=O)C(=O)c2cn(CC(=O)N3CCCC3)c3ccccc23)CC1,0.0,-6.5,99.0,-2.9,-3.9,1.0,-2.1,-6.5,-3.0,3.9
O=C(Cn1c(=O)oc2ccc(Cl)cc21)NC1CCCCC1,1.7,-4.9,100.0,0.1,7.5,1.7,-1.2,6.0,-1.7,-4.4
COC(=O)c1cccc(NC(=O)c2ccc(OC)c(Cl)c2)c1,-0.1,5.3,96.0,-10.1,-2.1,-0.9,17.7,-3.8,2.8,5.5
CCOC(=O)c1ccc(NC(=O)COc2ccc(CNCCO)cc2OCC)cc1,-7.9,2.7,100.0,25.3,7.4,-2.5,-0.4,13.6,-1.6,-3.8
CC1CCCCN1C(=O)Cn1cnc2c1c(=O)n(C)c(=O)n2C (stereo unspecified),-0.4,-5.3,104.0,5.2,4.5,2.0,-3.6,11.2,-0.4,4.5
CCN(C(=O)COC(=O)c1nc(Cl)ccc1Cl)c1c(N)n(Cc2ccccc2)c(=O)[nH]c1=O,4.1,-1.5,98.0,5.2,-8.9,-0.8,-1.6,15.3,-2.0,-4.1
CC(C)(C)C(=O)Nc1ccccc1C(=O)NCCCn1ccnc1,0.2,-3.0,85.0,8.5,2.1,0.7,0.9,4.1,-1.1,3.0

# Reprinted at random: two entries already listed
SMILES,ABHD5 PLIN5 PPI,CaV13 ICDI inh,ABCB6 inh 2,Cardio protect,PDI turbidity,Glyco luc inh,Granule exo inh,MC4R antagonist,MC4R ag barr,HTR2A ag
C/C(Cc1ccccc1)=N/NC(=O)CCCC(=O)N/N=C(/C)Cc1ccccc1,0.5,2.4,97.0,-1.9,12.4,0.9,1.1,4.6,-0.2,1.3
CCN1CCN(C(=O)C(=O)c2cn(CC(=O)N3CCCC3)c3ccccc23)CC1,0.0,-6.5,99.0,-2.9,-3.9,1.0,-2.1,-6.5,-3.0,3.9
